PvdQ acylase = P. aeruginosa PvdQ acylase inhibitors, primary screen, biochemical, fluorescence, plate reader and imaging, single point; inhibition, % at 10 µM; AID 488965, 2010; 0.063% of 340,000 active; purified PvdQ acylase; PvdQ acylase [Pseudomonas aeruginosa LESB58]; in the data active = inhibition above about 30%, passing the limit was not always enough;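 note: 0% = vehicle neutral wells and 100% = reference inhibitor wells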
Tat export inh = E. coli Tat export inhibitors, primary screen, MC4100, TorA-mCherry reporter, fluorescence, single point; inhibition, % at 10 µM; 0.036% of 340,000 active; AID 488895, 2010;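 active = mean replicate inhibition at least 50% and at least half of replicates individually reaching 50%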;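 note: exported cargo escapes ClpAP degradation while cytoplasmic cargo is degraded and loses fluorescence; 0% = median of neutral control wells and 100% = median of NaSCN control wells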
Ecoli viability = E. coli V3065 growth inhibition, primary screen, counter-screen for AddAB inhibitor project, absorbance, OD600; 18 h; 0.27% of 330,000 active; inhibition, % at 11.9 µM;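 active = inhibition above the campaign's mean inhibition across all tested compounds plus 3 SD, cut at about 9.9% in these data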;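 note: uninfected addAB+ strain grown without phage in ampicillin broth; 0% = DMSO wells and 100% = ciprofloxacin 0.95 µg/ml wells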
CAL PDZ inh = CAL PDZ peptide-binding inhibitors, primary screen, biochemical, fluorescence polarization, Cer-tagged CAL PDZ, HTS; inhibition, % at 20 µM; AID 504414, 2011; purified CAL PDZ, TMR-peptide fluorescence polarization, 1 h; Golgi-associated PDZ and coiled-coil motif-containing protein (Homo sapiens), Q9HD26; 0.02% of 330,000 active;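 active = highest replicate inhibition of at least 40%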;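 note: plate controls were DMSO neutral control wells for no effect and unlabeled competitor peptide control wells for full effect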
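Test system: purified CerCALP PDZ construct; Compound dosing: one concentration, 20 µM compound; Also added: TMR-labelled reporter peptide T*-PRC34 bound in PDZ groove; Read-out: inhibition from polarization loss; Controls: unlabelled peptide and DMSO controls; Signal: FP readout, S and P plane fluorescence; Incubation: 1 h at RT.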
DAGLB inh = DAGLB lipase inhibitors, primary screen, biochemical, fluorescence, HTS | Diacylglycerol lipase-beta (Homo sapiens), Q8NCG7 | HEK293T DAGLB membrane lysate, EnzChek fluorogenic substrate | inhibition, % at 5.17 µM | 0.059% of 340,000 active; in the data active = inhibition above about 34%;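 note: 0% = enzyme with vehicle and 100% = wells lacking enzyme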
Target sequence (Q8NCG7 whole entry, looked up): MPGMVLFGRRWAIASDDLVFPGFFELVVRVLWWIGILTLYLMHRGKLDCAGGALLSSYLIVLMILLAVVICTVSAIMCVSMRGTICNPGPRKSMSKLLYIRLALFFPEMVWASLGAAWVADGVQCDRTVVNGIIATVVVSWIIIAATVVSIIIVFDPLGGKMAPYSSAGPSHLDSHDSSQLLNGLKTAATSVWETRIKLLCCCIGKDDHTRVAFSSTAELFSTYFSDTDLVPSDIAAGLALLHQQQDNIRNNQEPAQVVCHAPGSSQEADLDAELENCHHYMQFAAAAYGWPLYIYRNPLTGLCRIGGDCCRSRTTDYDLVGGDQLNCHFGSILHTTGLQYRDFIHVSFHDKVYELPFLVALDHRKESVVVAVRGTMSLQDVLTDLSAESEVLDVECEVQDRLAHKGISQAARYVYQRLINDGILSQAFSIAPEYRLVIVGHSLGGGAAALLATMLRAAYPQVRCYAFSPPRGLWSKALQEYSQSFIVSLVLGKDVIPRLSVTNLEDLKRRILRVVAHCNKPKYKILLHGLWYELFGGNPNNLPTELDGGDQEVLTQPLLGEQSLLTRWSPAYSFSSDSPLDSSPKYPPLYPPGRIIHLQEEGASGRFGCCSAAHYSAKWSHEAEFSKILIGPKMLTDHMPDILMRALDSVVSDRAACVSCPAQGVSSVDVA
AddAB inh = growth inhibition of E. coli expressing H. pylori AddAB, primary screen, AddAB inhibitor project, absorbance; inhibition, % at 11.9 µM; 0.29% of 330,000 active; in the data active = inhibition above about 12%;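 note: 0% = vehicle wells of infected cells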
phage Ecoli inh = growth loss of phage-infected E. coli, primary screen, RecBCD inhibitor project, absorbance, with phage, HTS. inhibition, % at 11.9 µM. 0.26% of 360,000 active. AID 651602, 2012; in the data active = inhibition above about 11%
Wnt act = Wnt/beta-catenin pathway activators, primary screen, cell-based, plate reader, single point; Wnt/beta-catenin reporter cell assay, activator; activation, % at 9.35 µM; 1.2% of 300,000 active; AID 743398, 2014; in the data active = activation above about 30%, passing the limit was not always enough;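 note: 0% = neutral control wells and 100% = positive control wells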
PfHsp90 set2 = growth inhibition of PfHsp90-expressing yeast, primary screen, antimalarial PfHsp90 inhibitor project, S. cerevisiae, BacTiter-Glo luminescence, single point, set 2; inhibition, % at 9.4 µM; BacTiter-Glo ATP, 48 h; yeast lacking PDR1 and PDR3 efflux regulators; 0.32% of 310,000 active;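 active = every replicate shows inhibition above about 80%, whatever the replicate mean, limit read from the data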;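 note: 0% = DMSO neutral controls and 100% = 20 µM radicicol positive controls; yeast relying on Plasmodium falciparum Hsp90 in place of its own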
Rtt109 Vps75 = inhibitors of C. albicans Rtt109/Vps75 HAT, primary screen, biochemical, ThioGlo CoA-SH fluorescence, plate reader | Histone acetyltransferase RTT109 (Candida albicans (strain SC5314 / ATCC MYA-2876)), … | purified Rtt109/Vps75, 4 h | inhibition, % at 34.9 µM | 0.16% of 330,000 active | AID 540336, 2011;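 active = inhibition of at least 50% in every replicate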
Target sequence (Q5AAJ8 whole entry, looked up): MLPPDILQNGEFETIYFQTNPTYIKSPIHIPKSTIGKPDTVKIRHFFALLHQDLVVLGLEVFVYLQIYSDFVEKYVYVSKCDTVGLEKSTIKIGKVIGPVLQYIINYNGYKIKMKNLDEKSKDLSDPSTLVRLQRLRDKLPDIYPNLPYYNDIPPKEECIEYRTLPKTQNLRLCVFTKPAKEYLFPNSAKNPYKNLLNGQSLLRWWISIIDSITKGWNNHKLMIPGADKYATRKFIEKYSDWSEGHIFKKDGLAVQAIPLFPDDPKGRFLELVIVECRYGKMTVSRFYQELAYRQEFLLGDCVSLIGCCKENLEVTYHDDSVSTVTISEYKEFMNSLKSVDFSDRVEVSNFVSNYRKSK
Active calls of the source: *.

Screening CCOc1ccc(N(CC(=O)Nc2ccc(Br)cc2)S(C)(=O)=O)cc1 returned PvdQ acylase 6, Tat export inh -4, Ecoli viability 0.8, CAL PDZ inh -0.8, DAGLB inh -3, AddAB inh 1.6, phage Ecoli inh 2.5, Wnt act 0, PfHsp90 set2 -13 and Rtt109 Vps75 3.
For CN1C(=O)C2(OCC(COc3ccc(Cl)cc3)O2)c2ccccc21 (stereo not drawn) the results were PvdQ acylase 3, Tat export inh -1, Ecoli viability -0.3, CAL PDZ inh -2.1, DAGLB inh -12, AddAB inh 1.9, phage Ecoli inh 0.2, PfHsp90 set2 -15 and Rtt109 Vps75 18.
`O=C1C2C3CCCC3=C3CCCC3C2C(=O)N1c1ccc(Cl)cc1` (stereo not drawn) gave PvdQ acylase -20, Tat export inh -1, Ecoli viability 0.3, DAGLB inh -2, AddAB inh 3.8, phage Ecoli inh 3.0, Wnt act -2, PfHsp90 set2 10 and Rtt109 Vps75 8.
O=C(OCc1ccc(Br)cc1)c1cccnc1Cl was read as PvdQ acylase -10, Tat export inh -2, Ecoli viability 2.1, CAL PDZ inh -2.5, DAGLB inh -4, AddAB inh 5.5, phage Ecoli inh 1.9, Wnt act 0, PfHsp90 set2 12 and Rtt109 Vps75 -10.
`O=C(C1CCCCN1S(=O)(=O)c1ccc(F)cc1)N1CCN(c2ccccc2F)CC1` (stereo not drawn) gave PvdQ acylase -2, Tat export inh -4, Ecoli viability -3.5, CAL PDZ inh -0.9, DAGLB inh 1, AddAB inh -1.6, phage Ecoli inh 1.6, Wnt act 0, PfHsp90 set2 0 and Rtt109 Vps75 0.
For COc1ccc(N2CCN(C(=O)CCS(=O)(=O)c3ccc4c(c3)NC(=O)C(C)S4)CC2)cc1 (stereo not drawn) the results were PvdQ acylase 0, Tat export inh 1, Ecoli viability -1.1, CAL PDZ inh -1.1, DAGLB inh 3, AddAB inh 3.4, phage Ecoli inh 0.6, Wnt act -3, PfHsp90 set2 7 and Rtt109 Vps75 0.
`O=C(N/C(=C\c1ccc(O)cc1)C(=O)N1CCCCC1)c1ccccc1` gave PvdQ acylase -9, Tat export inh -3, Ecoli viability -1.4, CAL PDZ inh -0.3, DAGLB inh 1, AddAB inh 1.7, phage Ecoli inh 2.9, Wnt act 1, PfHsp90 set2 0 and Rtt109 Vps75 -2.
Cc1ccc(S(=O)(=O)N2CCCCC2)cc1NC(=O)C1CC(=O)N(Cc2ccccc2)C1 (stereo not drawn) was read as PvdQ acylase -7, Tat export inh -19, Ecoli viability -0.6, CAL PDZ inh -0.9, DAGLB inh 1, AddAB inh 4.2, phage Ecoli inh 0.3 and Rtt109 Vps75 -1.
For C[C@H](CO)N1C[C@H](C)[C@@H](CN(C)S(=O)(=O)c2cccs2)Oc2ccc(NC(=O)Nc3ccccc3)cc2C1=O the results were PvdQ acylase -14, Tat export inh 10, Ecoli viability -0.2, CAL PDZ inh -2.0, DAGLB inh -1, AddAB inh 2.9, phage Ecoli inh 1.8, Wnt act -1, PfHsp90 set2 5 and Rtt109 Vps75 6.
COc1ccc(CNC(=O)C2CCC(CNS(=O)(=O)c3ccc(C)cc3)CC2)cc1 (stereo not drawn) was read as PvdQ acylase -2, Tat export inh -7, Ecoli viability 2.8, CAL PDZ inh -0.4, DAGLB inh -2, AddAB inh 1.0, phage Ecoli inh 1.4, Wnt act -2 and PfHsp90 set2 -4.
`Cc1ccc(NC(=O)c2cncc(Br)c2)c([N+](=O)[O-])c1` gave PvdQ acylase 1, Tat export inh 4, Ecoli viability 1.7, CAL PDZ inh 0.9, DAGLB inh -3, AddAB inh 1.1, phage Ecoli inh 3.2, Wnt act 4, PfHsp90 set2 -3 and Rtt109 Vps75 4.
`O=C(Cn1nnc2ccccc21)N/N=C/c1ccco1` gave PvdQ acylase -14, Tat export inh -5, Ecoli viability -0.6, CAL PDZ inh -3.1, DAGLB inh -1, AddAB inh -0.1, phage Ecoli inh 5.2, Wnt act -7, PfHsp90 set2 -1 and Rtt109 Vps75 -1.
c1ccc(N2CCN(Cc3cnc(N4CCOCC4)s3)CC2)cc1 was read as PvdQ acylase -16, Tat export inh 2, Ecoli viability 0.1, CAL PDZ inh -0.7, DAGLB inh -2, AddAB inh 4.6, phage Ecoli inh 5.8, Wnt act -4, PfHsp90 set2 5 and Rtt109 Vps75 13.
Screening COc1cccc(C2CC(c3cccs3)=NN2C(=O)CCC(=O)O)c1OC (stereo not drawn) returned PvdQ acylase -17, Tat export inh 7, Ecoli viability -0.5, CAL PDZ inh -1.3, DAGLB inh 0, AddAB inh 2.5, phage Ecoli inh -0.7, Wnt act 0, PfHsp90 set2 -12 and Rtt109 Vps75 1.
COc1ccc(S(=O)(=O)NCCc2nnc3ccc(SCC(=O)Nc4cc(C)on4)nn23)cc1 was read as PvdQ acylase 0, Tat export inh -10, Ecoli viability -2.3, CAL PDZ inh -2.1, DAGLB inh 0, AddAB inh 2.6, phage Ecoli inh 3.6, PfHsp90 set2 -10 and Rtt109 Vps75 0.
`O=C(COc1cc(F)ccc1[N+](=O)[O-])NCCN1C(=O)CSC1=O` gave PvdQ acylase -3, Tat export inh 6, Ecoli viability -0.4, CAL PDZ inh -1.8, DAGLB inh 2, AddAB inh 1.0, phage Ecoli inh 0.9, Wnt act -1 and Rtt109 Vps75 6.
`COc1ccc(-c2cc(C(F)(F)F)c(C#N)c(=O)[nH]2)cc1` gave PvdQ acylase -18, Tat export inh 0, Ecoli viability 0.6, CAL PDZ inh -6.0, DAGLB inh 6, AddAB inh 0.2, phage Ecoli inh 2.2, Wnt act -4, PfHsp90 set2 6 and Rtt109 Vps75 -346.
`C/C(=N/NC(=O)c1ccccn1)c1c[nH]c2ccccc12` gave PvdQ acylase -8, Tat export inh -3, Ecoli viability -0.7, CAL PDZ inh 0.8, DAGLB inh -1, AddAB inh 6.2, phage Ecoli inh 3.6, Wnt act 12, PfHsp90 set2 -29 and Rtt109 Vps75 0.
For CCOc1ccc(CNC(=S)N/N=C\c2ccc([N+](=O)[O-])cc2)cc1 the results were PvdQ acylase -8, Tat export inh 0, Ecoli viability 0.4, CAL PDZ inh -0.1, DAGLB inh 2, AddAB inh 0.1, phage Ecoli inh -1.0, PfHsp90 set2 -17 and Rtt109 Vps75 -4.
COc1cnn(C(C)(C)C)c(=O)c1Cl was read as PvdQ acylase -11, Tat export inh 3, Ecoli viability -1.5, CAL PDZ inh -0.8, DAGLB inh -2, AddAB inh 0.2, phage Ecoli inh 2.5 and Rtt109 Vps75 -5.
`O=C(Nc1ccc(C(=O)N2CCCC2)cc1)C1CCCC1` gave PvdQ acylase -6, Tat export inh -5, CAL PDZ inh 1.2, DAGLB inh -2, phage Ecoli inh 2.9, Wnt act 0, PfHsp90 set2 -3 and Rtt109 Vps75 -3.
C/C(CC(=O)Nc1cccc(F)c1)=N\NC(=O)C(=O)NC1CCCCC1 was read as PvdQ acylase -11, Tat export inh 5, Ecoli viability -1.3, CAL PDZ inh -0.8, DAGLB inh -2, AddAB inh -1.6, phage Ecoli inh 3.9, Wnt act -3, PfHsp90 set2 -1 and Rtt109 Vps75 0.
For COc1ccccc1[C@H]1C(c2ccc(F)cc2)=NN(c2ccccc2)[C@@H]1CO the results were PvdQ acylase -46, Tat export inh -3, Ecoli viability 0.7, CAL PDZ inh -0.3, DAGLB inh -1, AddAB inh -0.4, phage Ecoli inh 4.8, Wnt act -1, PfHsp90 set2 -3 and Rtt109 Vps75 -22.
For CCOCCCN(Cc1ccco1)C(=O)c1cc2c(=O)[nH]c3ccc(C)cc3c2s1 the results were PvdQ acylase -17, Tat export inh 2, Ecoli viability 0.4, CAL PDZ inh -2.9, DAGLB inh 1, AddAB inh -0.2, phage Ecoli inh 3.3, Wnt act -1, PfHsp90 set2 39 and Rtt109 Vps75 -2.
For Cc1c(N=Cc2cccnc2)c(=O)n(-c2ccccc2)n1C the results were PvdQ acylase -12, Tat export inh 7, Ecoli viability 2.4, CAL PDZ inh 0.1, DAGLB inh -2, AddAB inh -3.1, phage Ecoli inh 2.8, Wnt act -3, PfHsp90 set2 4 and Rtt109 Vps75 18.
COc1ccccc1NC(=O)c1ccc(N)cc1 was read as PvdQ acylase -4, Tat export inh -3, Ecoli viability 2.2, CAL PDZ inh -3.4, DAGLB inh 2, AddAB inh 1.9, phage Ecoli inh 1.9, Wnt act 1 and Rtt109 Vps75 1.
Screening COc1cc(OC)c(C2NC(=O)CCC2[N+](=O)[O-])cc1OC (stereo not drawn) returned PvdQ acylase -17, Tat export inh -1, Ecoli viability 1.7, CAL PDZ inh 0.2, DAGLB inh 0, AddAB inh 1.2, phage Ecoli inh -0.4, Wnt act -2, PfHsp90 set2 6 and Rtt109 Vps75 -4.
CCOC(=O)c1cc2sccc2n1CC(=O)Nc1ccc(OC)cc1 was read as PvdQ acylase -9, Tat export inh -4, Ecoli viability -1.0, CAL PDZ inh -1.0, DAGLB inh -2, AddAB inh 0.5, phage Ecoli inh 1.2, PfHsp90 set2 -1 and Rtt109 Vps75 0.
O=C(O)C1CC=CCC1C(=O)Nc1ccc(S(=O)(=O)N2CCCc3ccccc32)cc1 (stereo not drawn) was read as PvdQ acylase 3, Tat export inh 3, Ecoli viability 1.6, CAL PDZ inh 0.7, DAGLB inh 6, AddAB inh 3.7, phage Ecoli inh 0.9, PfHsp90 set2 -11 and Rtt109 Vps75 6.
O=S1(=O)CC/C(=N\O)c2ccccc21 was read as PvdQ acylase -7, Tat export inh 17, Ecoli viability -0.2, CAL PDZ inh -6.4, DAGLB inh 1, AddAB inh 0.7, phage Ecoli inh 1.4, Wnt act 2 and Rtt109 Vps75 8.
CCc1ccc(C(=O)Nn2c(C)nc3ccccc3c2=O)cc1 was read as PvdQ acylase 9, Tat export inh -2, Ecoli viability -1.9, CAL PDZ inh -1.6, DAGLB inh -7, AddAB inh -0.7, phage Ecoli inh -0.2, Wnt act -1, PfHsp90 set2 -3 and Rtt109 Vps75 4.
Fc1ccc(Nc2nc(N/N=C/c3ccco3)nc(N3CCCCC3)n2)cc1 was read as PvdQ acylase -7, Tat export inh -9, Ecoli viability -3.9, CAL PDZ inh 0.1, DAGLB inh -4, AddAB inh -2.6, phage Ecoli inh 0.9, Wnt act 0, PfHsp90 set2 -6 and Rtt109 Vps75 23.

3 compounds out of the list, ordered by molecular weight, smallest number first:
COc1ccccc1NC(=O)c1ccc(N)cc1 was read as PvdQ acylase -4, Tat export inh -3, Ecoli viability 2.2, CAL PDZ inh -3.4, DAGLB inh 2, AddAB inh 1.9, phage Ecoli inh 1.9, Wnt act 1 and Rtt109 Vps75 1.
For Cc1c(N=Cc2cccnc2)c(=O)n(-c2ccccc2)n1C the results were PvdQ acylase -12, Tat export inh 7, Ecoli viability 2.4, CAL PDZ inh 0.1, DAGLB inh -2, AddAB inh -3.1, phage Ecoli inh 2.8, Wnt act -3, PfHsp90 set2 4 and Rtt109 Vps75 18.
CCc1ccc(C(=O)Nn2c(C)nc3ccccc3c2=O)cc1 was read as PvdQ acylase 9, Tat export inh -2, Ecoli viability -1.9, CAL PDZ inh -1.6, DAGLB inh -7, AddAB inh -0.7, phage Ecoli inh -0.2, Wnt act -1, PfHsp90 set2 -3 and Rtt109 Vps75 4.

Outcome played no part in choosing rows; any-hit rate near 1.9%.
